# Assay outcomes as filed in PubChem.
# mIAP activ – activators of mouse IAP, primary screen, biochemical, luminescence, uHTS; intestinal alkaline phosphatase [Mus musculus]; muIAP, CDP-Star luminescence, 30 min; hits give high values; 1 = vehicle-only enzyme signal, 0 = enzyme-free wells; activation factor at 10 µM; 330,000 compounds, 0.24% hits;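 active means activation factor of at least 2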; further: the source names both 10 and 20 µM as test concentration; values of inactives mirror those of a sister screen read the other way
#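 Assay system: mouse IAP enzyme; Reagent: CDP-Star chemiluminescent phosphatase substrate; Compound: DMSO-dissolved test compounds; Incubation: 30 min, room temperature; Technique: luminescence from enzymatic CDP-Star hydrolysis; Controls: DMSO-only wells and no-enzyme negative control.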
# TIM10 inh – growth inhibitors of isogenic TIM10 control yeast, primary screen, counter-screen for tim10-1 yeast inhibitor project, luminescence, uHTS; S. cerevisiae TIM10 strain growth, BacTiter-Glo luminescence, 24 h; inhibition, % at 10 µM; 330,000 compounds, 1.4% hits;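 active means inhibition of 40% or more at the single tested concentration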;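 further: wild-type TIM10 isogenic control strain grown at permissive 25 °C; 0% = DMSO yeast wells and 100% = minimal medium wells without yeast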
# APOBEC3A inh – APOBEC3A ssDNA deaminase inhibitors, primary screen, selectivity assay for APOBEC3G inhibitor project, biochemical, FAM/TAMRA oligo cleavage fluorescence. recombinant A3A, FAM/TAMRA ssDNA deamination fluorescence. inhibition, % at 20 µM. AID 493011, 2011. 330,000 compounds, 0.41% hits;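 active means at least 40% inhibition at 20 µM here, with at most 30% in a related deaminase screen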;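 further: plate controls were A3A with DMSO for no effect and wells lacking A3A enzyme for full effect; some results filed as inactive read as strong as hits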
# A3G deaminase – APOBEC3G DNA deaminase inhibitors, primary screen, biochemical, fluorescence, single-stranded DNA substrate, uHTS | DNA dC->dU-editing enzyme APOBEC-3G (Homo sapiens), Q9HC16 | inhibition, % at 20 µM | 330,000 compounds, 0.28% hits | recombinant A3G, ssDNA deamination FAM/TAMRA fluorescence;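 active means inhibition of at least 40% at 20 µM, with no more than 30% in the related APOBEC3A deaminase screen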;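 further: plate controls were DMSO wells with A3G for no effect and wells lacking A3G enzyme for full effect; some compounds called inactive have numbers as strong as hits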
# Target sequence (Q9HC16 whole entry, looked up): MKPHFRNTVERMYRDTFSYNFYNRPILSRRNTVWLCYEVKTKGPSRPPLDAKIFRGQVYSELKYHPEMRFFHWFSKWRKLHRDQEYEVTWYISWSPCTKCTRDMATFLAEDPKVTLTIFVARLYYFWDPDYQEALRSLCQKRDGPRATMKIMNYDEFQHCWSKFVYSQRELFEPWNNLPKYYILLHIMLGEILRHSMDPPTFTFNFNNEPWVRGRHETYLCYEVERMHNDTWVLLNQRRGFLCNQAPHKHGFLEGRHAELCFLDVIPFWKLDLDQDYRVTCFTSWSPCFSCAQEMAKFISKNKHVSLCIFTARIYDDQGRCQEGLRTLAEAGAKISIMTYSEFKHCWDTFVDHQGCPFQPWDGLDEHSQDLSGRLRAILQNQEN
# hIAP block – human IAP inhibitors, primary screen, biochemical, luminescence, uHTS. Intestinal-type alkaline phosphatase (Homo sapiens), P09923. purified IAP, CDP-Star luminescence, 30 min. inhibition, % at 10 µM. 330,000 compounds, 0.12% hits;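 active means inhibition reaching a set limit with compound at 10 µM in the primary screen, cut at about 35% in these data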;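 further: plate controls were DMSO wells with enzyme for no effect and no-enzyme buffer wells for full effect; values of inactives mirror those of a sister screen read the other way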
# Target sequence (P09923 whole entry, looked up): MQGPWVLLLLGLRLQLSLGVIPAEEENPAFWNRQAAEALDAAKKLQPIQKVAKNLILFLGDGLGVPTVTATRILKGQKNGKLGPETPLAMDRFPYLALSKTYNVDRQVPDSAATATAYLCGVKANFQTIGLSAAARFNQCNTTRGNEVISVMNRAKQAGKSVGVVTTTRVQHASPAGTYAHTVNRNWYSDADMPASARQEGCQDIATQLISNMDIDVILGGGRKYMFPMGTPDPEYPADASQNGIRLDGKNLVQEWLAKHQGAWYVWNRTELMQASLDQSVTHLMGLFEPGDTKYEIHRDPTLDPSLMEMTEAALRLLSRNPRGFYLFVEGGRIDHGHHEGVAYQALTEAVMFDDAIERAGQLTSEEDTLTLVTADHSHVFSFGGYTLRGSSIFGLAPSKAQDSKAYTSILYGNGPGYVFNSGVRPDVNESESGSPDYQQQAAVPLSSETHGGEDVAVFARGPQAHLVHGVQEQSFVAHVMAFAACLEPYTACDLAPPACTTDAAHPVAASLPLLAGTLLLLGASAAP
# tim10-1 inh – growth inhibitors of tim10-1 mutant yeast, primary screen, luminescence, uHTS. S. cerevisiae tim10-1 ts strain growth, BacTiter-Glo, 24 h. inhibition, % at 20 µM. 330,000 compounds, 2.2% hits. AID 463190, 2010;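 active means inhibition of at least 40%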;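 further: mutant grown at 25 °C; 0% = DMSO wells with yeast and 100% = wells holding no yeast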
# NLRP3 yeast inh – NALP3 inflammasome inhibitors in reconstituted yeast, primary screen, luminescence, uHTS; 330,000 compounds, 0.39% hits; Yeast reconstituted NLRP3/ASC/caspase-1, beta-gal luminescence, 24 h; inhibition, % at 10 µM;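 active means inhibition of 50% or more; inactive means inhibition below 50%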;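 further: plate controls were induced DMSO wells for no effect and uninduced yeast grown without galactose for full effect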
# MIN6 prolif – inducers of MIN6 beta-cell proliferation, primary screen, ATP luminescence, uHTS. MIN6 cells proliferation, ATPlite luminescence, 48 h; cells starved in 0.2% serum; 100% = growth in 10% serum. proliferation, % at 10 µM. 330,000 compounds, 0.29% hits. AID 2380, 2010;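 active means compounds whose signal lies at least 3.5 SD above the mean of all wells on their plate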;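 further: 0% = DMSO-treated cells in low-serum medium and 100% = 10% serum control; some compounds called inactive have numbers as strong as hits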
# mIAP inh – inhibitors of mouse IAP, primary screen, biochemical, luminescence, uHTS. intestinal alkaline phosphatase [Mus musculus]. purified mouse IAP, CDP-Star luminescence, 30 min. 330,000 compounds, 0.2% hits. inhibition, % at 10 µM;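 active means inhibition of at least 40% at 10 µM in the primary screen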;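 further: plate controls were DMSO with enzyme for no effect and no enzyme wells for full effect; values of inactives mirror those of a sister screen read the other way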
# Starred values were filed as active, the others as inactive. Rows are unselected; overall some 4.6% were active at least once.
SMILES,mIAP activ,TIM10 inh,APOBEC3A inh,A3G deaminase,hIAP block,tim10-1 inh,NLRP3 yeast inh,MIN6 prolif,mIAP inh
CC(C)CN1C(=O)C(NC(=O)C2CC2)(C(F)(F)F)C2=C1CC(C)(C)CC2=O (stereo not given),0.97,12,-1,-6,3,4,14,0,3
CCOCCCn1c(SCC(=O)Nc2ccccc2)nc2ccccc2c1=O,1,-8,2,-5,-32,-12,28,0,-5
COC(=O)c1ccc(Sc2ccccn2)c([N+](=O)[O-])c1,1,-4,27,-4,13,16,12,0,-4
COc1cc(C(C)=O)ccc1OCC(O)CNCC(O)c1ccccc1 (stereo not given),1.1,1,-3,-5,-25,20,12,2,-10
CC(OCCN(C)C)C(=O)C12CC3CC(CC(C3)C1)C2 (stereo not given),0.97,-6,-6,-5,-19,1,16,-1,3
O=C1c2ccccc2C(=O)N1CCN1CCc2ccccc21,0.93,4,1,-3,14,14,24,1,7
CCOc1cc(C(=O)N(CC)CC(=O)Nc2c(F)cccc2F)ccc1OCC(=O)N1CCOCC1,1,1,-1,-3,-3,0,11,-1,-3
Cc1ccc(-n2c(SCC(=O)N/N=C/c3ccccc3C(=O)O)nnc2-c2ccccc2)cc1,1.2,-4,-1,-3,1,-8,11,-1,-16
O=C(NCc1ccco1)c1nc(-c2ccc(F)cc2)no1,0.86,14,40*,-9,7,27,8,-4,14
COc1ccc(OC)c(C(C)NS(=O)(=O)c2cccs2)c1 (stereo not given),0.93,-4,1,-3,18,12,-17,1,7
O=C(NN1CCOCC1)c1cccc(Br)c1,1.1,-11,-4,-3,-21,-11,-3,3,-7
Cc1nnc(SCC(=O)Nc2ccc([N+](=O)[O-])cc2)n1CC1CCCO1 (stereo not given),1.1,-1,3,-2,12,2,21,0,-5

# Reprinted from the part before: 4 entries, followed by the next part.
SMILES,mIAP activ,TIM10 inh,APOBEC3A inh,A3G deaminase,hIAP block,tim10-1 inh,NLRP3 yeast inh,MIN6 prolif,mIAP inh
O=C(NCc1ccco1)c1nc(-c2ccc(F)cc2)no1,0.86,14,40*,-9,7,27,8,-4,14
COc1ccc(OC)c(C(C)NS(=O)(=O)c2cccs2)c1 (stereo not given),0.93,-4,1,-3,18,12,-17,1,7
O=C(NN1CCOCC1)c1cccc(Br)c1,1.1,-11,-4,-3,-21,-11,-3,3,-7
Cc1nnc(SCC(=O)Nc2ccc([N+](=O)[O-])cc2)n1CC1CCCO1 (stereo not given),1.1,-1,3,-2,12,2,21,0,-5
CCOC(=O)Cn1c(=O)n(Cc2ccco2)c(=O)c2ccc(C(=O)NC3CCCC3)cc21,1,8,-4,-7,14,15,-1,12*,-1
O=C(O)CC(Cc1ccc(Cl)cc1)C(=O)Nc1cc(Cl)ccc1Cl (stereo not given),0.94,3,-5,-3,-4,14,-1,-2,6
O=C(NC(=S)Nc1cccc2cnccc12)c1ccccc1,0.87,-5,0,-4,-5,-13,18,2,13
CC[C@@]1(C(=O)OC)N[C@H](CN(C)C(=O)c2ccc(C)cc2)[C@@H]2C(=O)N(C)C(=O)[C@@H]21,1,-9,-1,-3,-1,4,8,-4,-4
Cc1ccc(C(O)(C(=O)NNc2ccccn2)c2ccc(C)cc2)cc1,0.99,-1,2,-2,-21,11,8,2,0
COc1cc(/C=C2\SC(=S)N(CCC(=O)NCCc3ccccc3)C2=O)cc(OC)c1OC,0.88,18,-5,-11,9,16,22,-3,12
Cc1cccc(N2C(=O)CC(N3CCN(C(=O)c4ccccc4)CC3)C2=O)c1 (stereo not given),0.97,11,-3,-13,16,21,-2,-2,3
Cn1ccnc1Sc1nc2ccccc2nc1NS(=O)(=O)c1ccccc1,0.98,1,-12,-15,-26,5,-13,-2,2
CCc1c(C)sc(NC(=O)c2cc(C(C)C)on2)c1C#N,0.96,11,-1,-4,-1,9,31,-2,4
COC(=O)N/N=C(\CCC(=O)O)c1cccs1,1,-9,9,0,-4,2,3,0,-1
O=C(CN1CCCC1)Nc1cc(C(F)(F)F)ccc1Cl,0.97,-21,-5,-7,-3,-2,-7,-1,3
C=CCOc1ccc(C(=O)Nc2ccccc2C(=O)NCc2cccnc2)cc1,1,19,43*,5,3,14,15,-1,0
C[C@@H]1CCC(=O)N(C[C@@H](C)CSc2ccccc2)CC1,1.1,8,-2,-2,-12,23,16,-5,-7
O=C(O)C1CC=CCC1C(=O)Nc1ccc(N2CCN(Cc3ccccc3)CC2)cc1 (stereo not given),1,-13,-5,-6,-5,6,-10,0,-3
C=CC[C@H](CC(=O)N(CCO)Cc1ccccc1)C(=O)N[C@@H](COC(=O)[C@@H](CC=C)Cc1ccc(F)cc1)Cc1c[nH]c2ccccc12,1,7,-3,-7,-15,-2,5,-5,-1
CC(=O)NN1C(=O)c2ccc(Oc3ccc([N+](=O)[O-])cc3)cc2C1=O,0.65,-8,0,-4,-22,-20,-1,-1,35
NS(=O)(=O)c1ccc(NC(=O)c2cccc(Cl)c2)cc1,1,10,4,-4,1,6,7,-2,0
COc1ccccc1N1CCN(Cc2ccc(Br)o2)CC1,0.88,5,-2,-4,18,13,22,1,12
CC(NC(=O)c1ccc(N(C)C)cc1)c1ccc(F)cc1 (stereo not given),0.97,-4,-1,-6,1,-9,9,1,2
CCCC(=O)N1CCN(Cc2nc3cc([N+](=O)[O-])ccc3n2C)CC1,1.1,-5,0,-6,-10,24,18,0,-6
COc1ccc(OC)c(NC(=O)COC(=O)c2ccc(-n3cnnn3)cc2)c1,0.91,12,-1,-7,-10,-1,13,-3,9
COc1cccc(-n2c(=O)n(Cc3ccccc3)c(=O)c3[nH]cnc32)c1C,0.9,13,-4,-10,-6,10,10,-2,10
COc1cccc(-c2noc(-c3cccnc3)n2)c1,1,20,-3,-4,10,23,23,1,0
COc1ccc(NS(=O)(=O)c2ccc3c(c2)NC(=O)CO3)c(OC)c1,1,4,-3,0,-8,-6,22,0,-1
O=C(Nc1ccc(S(=O)(=O)Nc2ccccn2)cc1)C(F)(F)F,0.95,4,1,-5,0,-11,10,-3,5
O=C(Nc1ccc(CN2CCOCC2)cc1)c1ccco1,0.95,-3,-1,-5,12,4,10,-2,5
COc1ccc(NC(=O)CSc2nnc(-c3cc(C)[nH]n3)n2N)cc1,0.98,-2,-2,-5,7,-2,14,-1,2
COc1ccccc1NC(=O)C(C)OC(=O)CSCC(=O)Nc1cc(C)on1 (stereo not given),0.91,-9,-3,-9,-4,-9,11,0,9
Cc1ccc(Nc2n[nH]c(C)c2[N+](=O)[O-])c(C)c1,0.85,17,1,-3,5,-3,36,-1,15
COC(=O)c1ccc(NC(=S)N2CCN(Cc3ccccc3)CC2)cc1,0.98,-13,-3,-4,-16,36,32,0,2
O=C(c1cnn2ccccc12)N1CCCc2ccccc21,1.1,1,-2,-7,8,17,20,2,-7
Cc1ccc(CNC(=O)C2CC(=O)N(CCC(C)C)C2)cc1 (stereo not given),0.93,3,1,-5,0,9,-7,2,7
CCCOc1ccc(C(O)(CCN2CCCCC2)c2ccccc2OC)cc1 (stereo not given),1,-13,1,1,-7,25,6,-3,-3
O=C(NC1CC1)c1sc2cc([N+](=O)[O-])ccc2c1Cl,1,15,-2,-4,21,4,11,0,-2
Cc1ccc(-n2c(N)c(S(=O)(=O)c3ccccc3)c3nc4ccccc4nc32)cc1,0.93,11,4,-1,10,14,-11,-1,7
CC(CC(C)C(=O)Nc1ccccc1C(C)(C)C)C(=O)O (stereo not given),0.9,1,-3,-8,-7,-17,-3,0,10
CCCNC(=O)c1cc(-c2ccco2)on1,1.1,7,-5,-6,-14,-7,17,-5,-6
O=C(OCc1c(-c2ccccc2)ncc2ccccc12)c1ccco1,0.93,28,-4,-10,10,24,37,-4,7
O=C(c1ccccc1)c1cccs1,1,6,-1,-1,-3,1,-11,1,-3
Cc1ccc2c(C)nc(Nc3nc(CSc4nnc(C)s4)cc(=O)[nH]3)nc2c1,0.88,17,7,7,7,37,-4,-4,12
Cc1cccc(CC(=O)Nc2ccon2)c1,1.1,2,0,-7,30,-12,14,4,-10
Cc1nc2ncnn2c(C)c1C/C=C/c1ccccc1,0.98,4,2,-3,0,5,-9,3,2
COc1ccc(Cl)cc1NC(=O)CC1S/C(=N/N=C2CCCCCC2)NC1=O (stereo not given),0.89,12,-2,-6,-13,28,12,-3,11
N#CCSc1nnc(N)s1,1.1,-13,-3,-8,-37,-3,7,-1,-10
Cc1ccc(C(=O)CSc2nnnn2Cc2ccccc2)cc1C,0.87,16,0,-6,9,22,12,-3,13
COC(=O)CCC(=O)Nc1ccc(NC(=O)CCC(=O)OC)cc1,1,-1,1,-4,-1,7,12,-2,-3
O=c1oc2ccccc2c2c1ncn2C1CCCCC1,1.1,2,5,1,9,27,-4,3,-6
O=C(CN1CCCCCC1)NN(Cc1ccccc1)c1ccccc1,1.1,10,-3,-7,-7,6,4,1,-8
Cc1n[nH]c(=S)n(/N=C/c2cccc([N+](=O)[O-])c2)c1=O,1,18,1,-4,-6,-9,-8,-3,0
Cc1ccccc1OCC(=O)NNC(=O)Nc1ccc(Cl)cc1,0.96,11,-1,-2,23,-12,-2,-5,4
CC(=O)Nc1ccc(NC(=O)CCNC(=O)c2ccccc2Cl)cc1,1.1,16,1,-1,8,11,1,1,-6
Clc1ccc(CO/N=C/c2cccs2)cc1,0.88,6,-3,-8,1,4,16,-3,12
CC1=C(C(=O)Nc2ccc(C)cc2C)C(c2cccc([N+](=O)[O-])c2)n2nc(C(=O)OC(C)C)nc2N1 (stereo not given),0.94,3,2,-6,4,6,11,0,6
CS(=O)(=O)N1N=C(c2ccc(Br)cc2)CC1c1ccc2c(c1)OCO2 (stereo not given),0.9,5,-2,-5,12,-1,9,-3,10
O=C(CCl)c1ccc2c(c1)CCN2C(=O)C1CC1,1.1,60*,-3,6,-4,9,-36,-6,-8
Cc1cccc(C(=O)NCCCNC(=O)c2cccnc2)c1,1,1,0,-4,4,9,-1,-2,-3
Cc1cccc(N2CCN(C(=O)CCCCCn3c(=S)[nH]c4ccc(N5CCOCC5)cc4c3=O)CC2)c1C,1,10,-2,-4,-32,8,9,-3,-1
CCOC(=O)c1cc(CC)sc1NC(=O)c1ccc(N2C(=O)CCC2=O)cc1,0.94,7,1,1,10,13,22,0,6
C=CCn1c(-c2cc3c(s2)CCC(CC)C3)n[nH]c1=S (stereo not given),0.99,27,0,0,-20,39,-20,-3,1
COc1ccccc1C(=O)OCc1c(-c2ccccc2)ncc2ccccc12,1.1,15,0,-3,-21,24,27,-5,-6
O=C(O)CCC(=O)Nc1ccccc1C(=O)N1CCN(c2ccc(Cl)cc2)CC1,1,-10,-3,-3,7,-8,-6,2,-1
